KAT2A inh: qHTS Assay for Inhibitors of GCN5L2; Histone acetyltransferase KAT2A (Homo sapiens), Q92830; 0.21% of 390,000 active; AID 504327, 2011; GCN5L2 HAT assay, ThioGlo1 CoA-SH fluorescence; Potency, µM (series often up to 58.9 µM), for inactives: at the top dose activity change, negative = inhibition, hits mostly inhibitors
Target sequence (Q92830 whole entry, looked up): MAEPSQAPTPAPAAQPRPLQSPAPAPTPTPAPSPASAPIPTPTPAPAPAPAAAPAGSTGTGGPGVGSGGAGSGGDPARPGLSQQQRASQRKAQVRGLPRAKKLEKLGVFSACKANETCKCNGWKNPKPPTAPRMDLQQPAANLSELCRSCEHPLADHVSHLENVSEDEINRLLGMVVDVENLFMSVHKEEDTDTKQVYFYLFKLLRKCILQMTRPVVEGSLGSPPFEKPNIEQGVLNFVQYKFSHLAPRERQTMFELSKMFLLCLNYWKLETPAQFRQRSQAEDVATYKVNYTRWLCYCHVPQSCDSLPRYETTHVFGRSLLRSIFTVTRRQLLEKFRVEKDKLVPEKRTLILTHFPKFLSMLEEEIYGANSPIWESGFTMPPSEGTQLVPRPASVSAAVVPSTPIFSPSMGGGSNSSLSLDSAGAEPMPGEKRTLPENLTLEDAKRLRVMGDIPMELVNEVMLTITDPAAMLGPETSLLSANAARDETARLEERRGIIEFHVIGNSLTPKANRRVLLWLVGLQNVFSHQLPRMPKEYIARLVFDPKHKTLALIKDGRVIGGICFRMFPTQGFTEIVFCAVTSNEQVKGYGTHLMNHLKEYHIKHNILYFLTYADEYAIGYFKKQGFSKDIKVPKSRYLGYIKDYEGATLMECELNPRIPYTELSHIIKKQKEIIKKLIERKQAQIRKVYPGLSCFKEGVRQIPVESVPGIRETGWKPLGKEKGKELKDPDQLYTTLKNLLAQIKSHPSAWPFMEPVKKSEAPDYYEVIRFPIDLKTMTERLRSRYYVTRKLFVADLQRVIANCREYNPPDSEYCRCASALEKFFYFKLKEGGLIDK
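Compounds, pin-transferred from DMSO stocks, meet 20nM GCN5L2 for 15 min before the reaction begins with H3(1-25) peptide (75uM) and acetyl-CoA (70uM). Thiol-reactive ThioGlo1 reports CoA release over 20 min at room temperature.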
TDP1 cell noCPT: qHTS for Inhibitors of human tyrosyl-DNA phosphodiesterase 1 (TDP1): qHTS in cells in absence of CPT | Potency, µM (series often up to 46.2 µM), inactives show at the top dose activity change, negative = growth inhibition, actives largely listed as inhibitors | 15% of 420,000 active | DT40 Tdp1-/- hTDP1 cells, no CPT, ATP luminescence, 48 h | AID 686978, 2013; also: nearly all actives have a fitted effect of over 55% in size
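Growth of hTDP1-complemented DT40 Tdp1-knockout cells is measured by ATP luminescence after at least 48 hr compound exposure at 37 °C, with DMSO substituting for the 20 nM CPT used in the parallel screen.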
TDP1 inh: qHTS Assay for Inhibitors of Tyrosyl-DNA Phosphodiesterase (TDP1); Potency, µM (doses to about 130 µM), inactives show at the highest dose activity change, negative = inhibition, usual class: inhibitors; Tyrosyl-DNA phosphodiesterase 1 (Homo sapiens), Q9NUW8; AID 485290, 2010; recombinant TDP1, AlphaScreen DNA substrate cleavage; 0.28% of 350,000 active; also: nearly all actives have a fitted effect of over 40% in size
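Tdp1 1 nM final; 15 min RT w/ cpd; substrate 15 nM, 5 min; beads 10 ug/ml, 10 min; AlphaScreen read. Neg ctrl: no enzyme.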
An asterisk follows results filed as active; u = inconclusive; x = not tested or not shown; [ ] = another dose, or the depositor's remark. Calls follow the shape of the dose curve; as a rule, active = well fitted curve in the direction sought with a large enough effect; inconclusive = small, poorly fitted or top-dose-only effect, or another doubt; inactive = no such curve, though single readings can be large; an effect the other way counts as inactive or inconclusive. % is scaled to controls: 0 for no effect and ±100 for the full control effect; potency is read from the fitted curve at half-maximal effect. This is a subset, so the mix of outcomes need not match the whole.

| No. | Structure | TDP1 cell noCPT | TDP1 inh | KAT2A inh |
| --- | --- | --- | --- | --- |
| 1 | NC12CCc3c(no[n+]3[O-])C1(O)CC(c1ccccc1)=[N+]2[O-] (stereo unspecified) | -6% | x | -10% |
| 2 | CCCCN1Cc2cc(C(=O)c3cc(OC)ccc3O)cnc2NC1=O | -14% | -1% | -6% |
| 3 | CNC(=O)NC(=O)COC(=O)c1ccc(-n2c(C)ccc2C)cc1 | u | x | -6% |
| 4 | O=C(Cn1cc2c(n1)CCCCC2)N1CCCCC1 | 3% | 5% | -8% |
| 5 | COc1ccccc1NC(=O)C(=O)NCC(c1ccc2c(c1)OCO2)N1CCN(C)CC1 (stereo unspecified) | u | 9% | -2% |
| 6 | COCCNC(=O)c1c[nH]c2ccc(OC)cc2c1=O | -9% | 1% | -10% |
| 7 | COC1=C/C(=C/c2c(N)n3nc(-c4ccc(C)cc4)sc3nc2=O)C=CC1=O | -6% | 0% | -4% |
| 8 | O=C(Oc1ccc(C(=S)N2CCOCC2)cc1)c1ccc(F)cc1 | -29% | 2% | -17% |
| 9 | COc1ccc(CCNc2nc(=S)[nH]c3cc(OC)c(OC)cc23)cc1OC | u | 5% | -3% |
| 10 | NC(Cc1cccc(-c2ccccc2CP(=O)(O)O)c1)C(=O)O (stereo unspecified) | x | 8%[56.1 µM] | -2% |
| 11 | COc1ccc(F)cc1C(=O)C1CCCN(C(=O)c2ccccc2N(C)C)C1 (stereo unspecified) | 18µM* | 5% | -1% |
| 12 | O=C(N/N=C\c1ccc(-c2ccc([N+](=O)[O-])cc2)o1)c1ccc2c(c1)OCO2 | -17% | 4% | -1% |
| 13 | Cn1cccc1C(=O)N1CCC2(CC1)CCN(c1ccncc1)CC2 | u | x | -15% |
| 14 | C=CC[C@@H](CC(=O)N[C@@H](CO)Cc1ccccc1)C(=O)N[C@H](COC(=O)[C@@H](CC=C)Cc1ccc(F)cc1)Cc1ccccc1 | u | 0% | 2% |
| 15 | COc1ccc(/C=C/c2nnc(NC(=O)c3ccco3)s2)cc1 | -8% | 6% | 2% |
| 16 | O=c1c2ccccc2cnn1Cc1ccc(Cl)c(Cl)c1 | u | x | -1% |
| 17 | CC(c1cccs1)N(Cc1ccco1)C(=S)Nc1ccccc1Cl (stereo unspecified) | -8% | 0% | -7% |
| 18 | CCOC(=O)c1ccc(NS(=O)C23CC4CC(CC(C4)C2)C3)cc1 (stereo unspecified) | -10% | 3% | -1% |
| 19 | O=C(NCc1ccco1)NC1CCCCC1 | -40% | 0% | 1% |
| 20 | CN1CCCN(C(=O)CC2(CC(=O)O)CCCCC2)CC1 | -11% | x | 0% |
| 21 | O=C(NC1CCCCC1)C(=O)N(Cc1cccnc1)C(C(=O)NCc1ccco1)c1ccccc1 (stereo unspecified) | x | 5% | 3% |
| 22 | Cn1c(=O)c2c3c(sc2n2c(SCC(=O)c4ccccc4)nnc12)COC(C)(C)C3 | x | 5% | -6% |
| 23 | Cc1ccc(NC(=O)CCCNC(=O)c2ccc(Cl)cc2)cc1S(=O)(=O)N1CCOCC1 | -18% | 0% | -5% |
| 24 | CC(C)(C)N=C(NS(=O)(=O)c1cccs1)c1ccccc1 | 4% | 1% | -18% |
| 25 | CCC(=O)c1ccc(OCC(O)CN(CCc2ccccc2)Cc2ccccc2)cc1 (stereo unspecified) | 21µM* | -4% | -15% |
| 26 | O=C(O)CN1C(=O)NC2(CCOc3ccccc32)C1=O (stereo unspecified) | 16% | -4% | 6% |
| 27 | COc1ccc(NC(=O)C2COc3ccccc3O2)cc1S(=O)(=O)N1CCOCC1 (stereo unspecified) | u | -8% | 1% |
| 28 | NC(=O)CC(NC(=O)Cc1cccc2ccccc12)c1ccc(N2CCN(c3ccccc3)CC2)c([N+](=O)[O-])c1 (stereo unspecified) | -9% | 5% | -2% |
| 29 | O=c1[nH]nc(SCCS(=O)(=O)c2ccc(F)cc2)n1-c1ccccc1C(F)(F)F | u | 1% | -9% |
| 30 | COC(=O)c1ccc(N2C(=O)CC(NCc3ccccc3)C2=O)cc1 (stereo unspecified) | -5% | -2% | -11% |
| 31 | CCOC(=O)C(=CNc1ccc2c(c1)CCN2C(C)=O)C(=O)OCC | 7.3µM* | 0% | -4% |
| 32 | COc1cccc(C2=CC(c3ccccc3O)NC(C)(C)N2)c1 (stereo unspecified) | 16µM* | 4% | x |
| 33 | N=C(N)N | -2% | 8%[56.1 µM] | 5% |
| 34 | COc1ccccc1N1CCN(C(=O)C(=O)c2c(C)n(C)c3ccccc23)CC1 | -29% | 2% | 2% |
| 35 | CC(=O)OCCN(CCCn1c(-c2ccncc2)nc2ccccc21)c1nc(CN2CCCCC2)cs1 | 1% | x | 0% |
| 36 | COc1ccc(Cl)cc1NC(=O)N1CCN(c2ccccc2OC)CC1 | u | 1% | -4% |
| 37 | COc1ccc(CN2CCC(n3nccc3NC(=O)CCc3ccccc3)CC2)c(C)c1C | u | x | -5% |
| 38 | COC(=O)c1cn(C(=O)c2ccc(F)cc2)c2ccccc12 | 2% | -8% | -12% |
| 39 | COc1ccc(/C=C/C(=O)Nc2nc3n(n2)C(c2ccc(F)cc2)C=C(c2ccccc2)N3)cc1 (stereo unspecified) | 3.7µM* | 0% | 0% |
| 40 | Cc1cccc(-n2c(N)cc(=O)[nH]c2=S)c1 | 3% | 1% | 0% |
| 41 | Cc1ccccc1CSc1nnc2[nH]c(=O)cc(-c3ccccc3)n12 | -3% | 5% | -3% |
| 42 | O=C(c1cccs1)N1CCCC(c2nc3c(nnn3Cc3c(Cl)cccc3Cl)c(=O)[nH]2)C1 (stereo unspecified) | u | x | 1% |
| 43 | COc1ccc(C(=O)N/N=C/c2ccc(N3CCOCC3)s2)cc1OC | u | 1% | -5% |
| 44 | CC(C)c1ccc(NC(=O)COC(=O)C2CC3C=CC2C3)cc1 (stereo unspecified) | -40% | -10% | -11% |
| 45 | Cc1cc(-n2c(C)cc(C(=O)CSc3nnc4sc5ccccc5n34)c2C)no1 | u | 2% | -2% |
| 46 | O=c1c2c(-c3ccco3)csc2nc(SCc2cn3cccnc3n2)n1-c1ccccc1 | u | -4% | -9% |
| 47 | O=C(NCC1CCCO1)c1ccc2c(=O)n(Cc3ccco3)c(SCC(=O)N3CCCC3)nc2c1 (stereo unspecified) | -24% | 0% | 4% |
| 48 | COc1ccc([C@H]2CC(=O)C=C(c3cccc(OC)c3OC)C2)cc1OC | 23µM* | 1% | -15% |
| 49 | Cc1ccc(OCC(=O)OC(C)CN2CCCCC2)cc1 (stereo unspecified) | 1% | 7% | -18% |
| 50 | O=c1oc2ccccc2c(N2CCN(c3ccc(F)cc3)CC2)c1CN1CCCC1 | 16µM* | 0% | 1% |

(cont.)
| No. | Structure | TDP1 cell noCPT | TDP1 inh | KAT2A inh |
| --- | --- | --- | --- | --- |
| 51 | Cc1c(C(=O)OC2CCCCC2)sc2nc[nH]c(=O)c12 | -2% | 3% | 0% |
| 52 | CCOC1CS(=O)(=O)CC1OCC (stereo unspecified) | 2% | 4% | -6% |
| 53 | CCOc1ccc(CC(=O)Nc2nnc3n2CCS3)cc1 | -25% | -4% | 0% |
| 54 | CCC(C)(C)NC(=O)Nc1cc(Cl)ccc1OC | -23% | 0% | 0% |
| 55 | O=C(CSc1ccccc1C(=O)N1CCCCC1)NCC1CCCCC1 | 3% | 3% | -2% |
| 56 | COc1cc2ccccc2cc1C(=O)Nc1ccccc1Cl | -14% | x | -21% |
| 57 | CCCNC(=O)COC(=O)c1cc(C)nc2ccccc12 | 3% | -10% | 2% |
| 58 | COc1ccc(CNC(=O)C2CC(C)=C(C)CC2C(=O)O)cc1 (stereo unspecified) | 9.2µM* | 4% | -13% |
| 59 | COc1ccc(COC(=O)N/N=C(\C)CC(=O)Nc2c(C)cc(C)cc2C)cc1 | -20% | -1% | -1% |
| 60 | Cc1ccccc1NC(=S)N(Cc1ccccc1)Cc1cccnc1 | -7% | 6% | -2% |
| 61 | Cc1cc(C(=O)COC(=O)c2ccc[nH]c2=O)c(C)n1-c1ccccc1F | u | -4% | -11% |
| 62 | O=C(Nc1ccccc1)c1ccc(NCCN2CCOCC2)c(S(=O)(=O)N2CCOCC2)c1 | -24% | 7% | -2% |
| 63 | CCc1sc(C(=O)Nc2ncccc2O)cc1C | u | u | -21% |
| 64 | CC(OC(=O)/C=C/c1cccs1)C(=O)Nc1ccc(C(N)=O)cc1 (stereo unspecified) | u | 0% | 1% |
| 65 | O=C(N/N=C/C=C/c1ccccc1)c1cc2c(ccc3ccccc32)o1 | 2% | -5% | u |
| 66 | Nc1nnc(CCOc2ccccc2Cl)s1 | -1% | 0% | -5% |
| 67 | COC(=O)c1ccc(CSc2nc(-c3ccccc3)cs2)o1 | -20% | -4% | -6% |
| 68 | NNC(=O)CNC(c1ccccc1)c1cc(Br)ccc1NC(=O)c1ccc(Br)cc1 (stereo unspecified) | -19% | 0% | -15% |
| 69 | CSc1ccc(C(C(C(=O)c2cccs2)N2CCOCC2)N2CCOCC2)cc1 (stereo unspecified) | -27% | 6% | 2% |
| 70 | COc1cc(C2C(C#N)=C(N)Oc3c2ccc2ccccc32)ccc1OCC(=O)Nc1cccc(C)c1 (stereo unspecified) | 16µM* | -3% | -14% |

4 compounds already listed, ordered by formula weight, smallest number first.
| No. | Structure | TDP1 cell noCPT | TDP1 inh | KAT2A inh |
| --- | --- | --- | --- | --- |
| 66 | Nc1nnc(CCOc2ccccc2Cl)s1 | -1% | 0% | -5% |
| 63 | CCc1sc(C(=O)Nc2ncccc2O)cc1C | u | u | -21% |
| 65 | O=C(N/N=C/C=C/c1ccccc1)c1cc2c(ccc3ccccc32)o1 | 2% | -5% | u |
| 61 | Cc1cc(C(=O)COC(=O)c2ccc[nH]c2=O)c(C)n1-c1ccccc1F | u | -4% | -11% |

Following part:
| No. | Structure | TDP1 cell noCPT | TDP1 inh | KAT2A inh |
| --- | --- | --- | --- | --- |
| 71 | CCOc1ccc(-c2noc(-c3cccnc3)n2)cc1OCC | u | 7% | -5% |
| 72 | Cc1nc2ccccc2n1CCOc1ccc(F)cc1 | 18µM* | 4% | -3% |
| 73 | CN1C(=O)N(CC(=O)NCc2ccc(Cl)cc2Cl)C(=O)C12CCCCC2 | -5% | -5% | 4% |
| 74 | CCc1cccc(C)c1NC(=S)NCc1ccc2c(c1)cc(C)n2C | 16µM* | -5% | -5% |
| 75 | Cc1ccc(S(=O)(=O)Nc2cccc(C(=O)NCCCN3CCOCC3)c2)cc1F | -26% | 7%[0.505 µM] | -5% |
| 76 | CC#CC(=O)N1CCC(CO)(CCc2ccccc2)CC1 | 1% | 3% | 8% |
| 77 | O=C(COc1cccc(C(F)(F)F)c1)Nc1cccnc1 | 12% | 2% | 1% |
| 78 | Cc1cc(-c2nnco2)c(C)n1-c1ccc(F)cc1 | u | 4% | -2% |
| 79 | COc1ccc(NC(=O)COC(=O)c2ccc(N3CCCC3=O)cc2)cc1OC | -15% | 5% | 1% |

3 entries from above in a different format.
72. Cc1nc2ccccc2n1CCOc1ccc(F)cc1
- TDP1 cell noCPT = 18µM*
- TDP1 inh = 4%
- KAT2A inh = -3%
73. CN1C(=O)N(CC(=O)NCc2ccc(Cl)cc2Cl)C(=O)C12CCCCC2
- TDP1 cell noCPT = -5%
- TDP1 inh = -5%
- KAT2A inh = 4%
74. CCc1cccc(C)c1NC(=S)NCc1ccc2c(c1)cc(C)n2C
- TDP1 cell noCPT = 16µM*
- TDP1 inh = -5%
- KAT2A inh = -5%

Along the list, quoted from above.
Nos. 71 to 77 in KAT2A inh read -5%, -3%, 4%, -5%, -5%, 8%, 1%
Nos. 71 to 77 in TDP1 inh read 7%, 4%, -5%, -5%, 7%[0.505 µM], 3%, 2%

Reprinted: entries 70 to 76
| No. | Structure | TDP1 cell noCPT | TDP1 inh | KAT2A inh |
| --- | --- | --- | --- | --- |
| 70 | COc1cc(C2C(C#N)=C(N)Oc3c2ccc2ccccc32)ccc1OCC(=O)Nc1cccc(C)c1 (stereo unspecified) | 16µM* | -3% | -14% |
| 71 | CCOc1ccc(-c2noc(-c3cccnc3)n2)cc1OCC | u | 7% | -5% |
| 72 | Cc1nc2ccccc2n1CCOc1ccc(F)cc1 | 18µM* | 4% | -3% |
| 73 | CN1C(=O)N(CC(=O)NCc2ccc(Cl)cc2Cl)C(=O)C12CCCCC2 | -5% | -5% | 4% |
| 74 | CCc1cccc(C)c1NC(=S)NCc1ccc2c(c1)cc(C)n2C | 16µM* | -5% | -5% |
| 75 | Cc1ccc(S(=O)(=O)Nc2cccc(C(=O)NCCCN3CCOCC3)c2)cc1F | -26% | 7%[0.505 µM] | -5% |
| 76 | CC#CC(=O)N1CCC(CO)(CCc2ccccc2)CC1 | 1% | 3% | 8% |

Screening results deposited in PubChem by National Center for Advancing Translational Sciences (NCATS).
